Screening results as filed in PubChem.
TCR activator: Activators of T cell receptors: qHTS campaign. primary human leukocytes, anti-CD3, IL-2 HTRF, 48 h. Potency, µM (highest dose often 9.22 µM), for the others: at the highest dose activation of IL-2 secretion, actives largely listed as activators. 330,000 tested, under 10 active. AID 504894, 2011; further: % of control where 0% means no effect
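Primary human leukocytes receive a-CD3 beads and test compound and are incubated 48 hr. Secreted IL-2 is then assayed by HTRF, measuring 665nm acceptor emission after 320nm excitation of the europium donor.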
FBPA coupling cs: qHTS Assay for Inhibitors of Fructose-1,6-bisphosphate Aldolase from Giardia Lamblia: Coupling assay counterscreen; AID 2472, 2010; 0.67% of 290,000 active; activity change, negative = inhibition, % at 58.2 µM, hits read low; coupling enzyme system counterscreen, AmpLite Red fluorescence; in the data active means activity change below about -30%; further: on the % scale 0 is the no-effect control and ±100 the full control effect
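Counterscreen lacking aldolase: glyceraldehyde-3-phosphate coupling-enzyme reagent preincubated 10 min at RT with compound (at 57.5 uM final), then substrate/coupling system with AmpLite Red added; fluorescence read at 525/598 nm after 20 min RT.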
CXXC DNA block: qHTS Fluorescence Polarization Assay for Inhibitors of MLL CXXC domain - DNA interaction | MLL-CXXC / FITC-HOXA9 DNA fluorescence polarization | Potency, µM (top dose mostly 115 µM), without a hit: at the top dose activity change, negative = inhibition, hits mostly inhibitors | 0.037% of 290,000 active | AID 2662, 2010; active means well fitted inhibition curve with a large enough effect in the polarisation, with a control signal flat, not every such curve was filed as active; inconclusive means small, poorly fitted or top-dose-only effect, or effect the other way, or a change in a side signal; inactive means no such curve, though single readings can be large or run the other way; the % refers to the polarisation; further: potency means the concentration at half of the fitted maximal effect
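Steps: dispense CXXC domain solution (7 uM) → pin compounds or unlabeled HOX-A9 DNA control → 5 min ambient → add FLSN-HOX-A9 solution (50 nM) → spin → 30 min ambient → fluorescence polarization. Tris pH 7.5/NaCl/DTT/BSA buffer.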
GALK inh: qHTS Assay for Inhibitors of Human Galactokinase (GALK); P51570; 0.007% of 270,000 active; AID 1868, 2009; Purified GALK, Kinase-Glo residual ATP luminescence; Potency, µM (top dose mostly 57.5 µM), without a hit: at the highest dose activity change, negative = inhibition, actives largely listed as inhibitors; further: potency means the concentration at half of the fitted maximal effect; on the % scale 0 is the no-effect control and ±100 the full control effect
Target sequence (P51570 whole entry, looked up): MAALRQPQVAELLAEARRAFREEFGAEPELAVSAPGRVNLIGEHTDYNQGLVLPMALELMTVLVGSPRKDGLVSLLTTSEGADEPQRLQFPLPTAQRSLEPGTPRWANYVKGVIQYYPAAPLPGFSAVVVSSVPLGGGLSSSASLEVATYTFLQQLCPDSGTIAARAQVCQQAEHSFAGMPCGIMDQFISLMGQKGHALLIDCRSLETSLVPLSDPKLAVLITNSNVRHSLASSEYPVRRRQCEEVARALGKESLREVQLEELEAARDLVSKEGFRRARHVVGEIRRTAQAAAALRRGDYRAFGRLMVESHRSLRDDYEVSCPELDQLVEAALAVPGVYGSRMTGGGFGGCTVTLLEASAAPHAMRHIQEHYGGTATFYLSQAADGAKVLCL
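Luminescence from leftover ATP (Ultra-Glo luciferase/luciferin) served as read-out after a 1 h room-temperature reaction of 5 nM GALK with 35 uM ATP and 100 uM galactose.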
Giardia kill: Small Molecules that selectively kill Giardia lamblia: qHTS. Giardia lamblia trophozoite viability. activity change, % at 7.66 µM, hits read low. 0.15% of 340,000 active. AID 540267, 2011; in the data active means activity change below about -80%; inconclusive means between about -30% and that limit;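 further: parasites exposed to compound for two days anaerobically before the ATP read; on the % scale 0 is the no-effect control and ±100 the full control effect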
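Anaerobic 48 hrs incubation at 37 deg C of 100 trophozoites/well with test compounds; ATPLite 1-Step luminescence, 15-30 min RT, reports cellular ATP as viability.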
KCNH2 WT inh: qHTS for Inhibitors of KCHN2 3.1: Wildtype qHTS | AID 720551, 2013 | activity change, % at 1.84 µM | 0.37% of 340,000 active | Voltage-gated inwardly rectifying potassium channel KCNH2 (Homo sapiens), Q12809 | U2OS, BacMam KCNH2, thallium flux FluxOr; stronger effect = lower value;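 active means maximum activity change below -70%; inconclusive means maximum activity change between -70% and -50%; inactive means maximum activity change above -50%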; further: on the % scale 0 is the no-effect control and ±100 the full control effect
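U2OS cells transduced with wild-type KCNH2 virus are loaded with FluxOr dye for 45 min, and thallium flux is measured in kinetic reads before and after stimulation buffer. Rate constants are normalized to DMSO controls.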
Tb PFK block: qHTS Assay to Find Inhibitors of T. brucei phosphofructokinase. ATP-dependent 6-phosphofructokinase (Trypanosoma brucei brucei), O15648. T. brucei PFK, ADP-Glo luminescence. Potency, µM (highest dose often 57.5 µM), without a hit: at the highest dose activity, negative = inhibition, most hits filed as inhibitors. 0.17% of 330,000 active. AID 485367, 2010;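 further: potency means the concentration at half of the fitted maximal effect; 0% = uninhibited 1x PFK enzyme wells and -100% = no-enzyme wells; nearly all actives have a fitted effect of over 60% in size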
Target sequence (O15648 whole entry, looked up): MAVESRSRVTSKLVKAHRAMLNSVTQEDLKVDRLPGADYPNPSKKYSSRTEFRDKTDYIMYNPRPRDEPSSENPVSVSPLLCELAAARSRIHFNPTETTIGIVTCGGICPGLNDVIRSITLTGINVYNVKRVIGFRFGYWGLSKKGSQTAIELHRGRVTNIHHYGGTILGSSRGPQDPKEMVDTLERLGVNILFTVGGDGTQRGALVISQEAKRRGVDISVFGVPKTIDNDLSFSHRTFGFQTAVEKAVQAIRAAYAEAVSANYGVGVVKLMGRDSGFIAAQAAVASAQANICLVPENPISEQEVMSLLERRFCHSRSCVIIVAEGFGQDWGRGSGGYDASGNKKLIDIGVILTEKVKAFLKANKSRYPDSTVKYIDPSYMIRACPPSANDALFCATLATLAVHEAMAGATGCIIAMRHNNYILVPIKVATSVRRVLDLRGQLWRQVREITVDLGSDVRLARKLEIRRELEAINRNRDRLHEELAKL
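In TEA buffer at pH 8.0 with 5 mM MgCl2, enzyme (1.25 nM) converted F6P (0.5 mM) and ATP (0.1 mM) for 45 min at room temperature. ADP product was read by luciferase luminescence.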
TSHR antagonist: Antagonists of the Thyroid Stimulating Hormone Receptor: HTS campaign | TSHR-expressing cells, TSH-stimulated cAMP HTRF, 2 h; stronger effect = lower value | activity change, negative = inhibition, % at 11.5 µM | 0.2% of 330,000 active;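 active means activity change below a set negative limit, meaning inhibition stronger than a set level, cut at about -70% in these data; inconclusive means activity change between two set negative limits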; further: on the % scale 0 is the no-effect control and ±100 the full control effect
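Competitive HTRF cAMP read-out (cryptate anti-cAMP antibody, cAMP-d2; 30 min, room temperature) in freshly harvested TSHR cells. Compounds added before TSH at EC80 (4nM final), followed by 2 hours' incubation at 37 deg C.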
A-T KAP1 phos: qHTS Assay for Identifying a Potential Treatment of Ataxia-Telangiectasia; […] A-T fibroblasts, KAP-1 phosphorylation AlphaLISA; neocarzinostatin DNA damage 30 min before lysis; Potency, µM (doses to about 57.5 µM), without a hit: top-dose activation, hits mostly activators; 0.19% of 320,000 active; further: potency means the concentration at half of the fitted maximal effect; % of control where 0% means no effect; nearly all actives have a fitted effect of over 45% in size
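hTERT-immortalized A-T patient fibroblasts ([…]), 500 cells/well in OPTI-MEM, 1% FBS, got compounds for 60 min, then NCS for 30 min at 37C. Lysates were then assayed for phospho-KAP-1 by AlphaLISA (anti-pKAP1 donor, anti-KAP1 acceptor beads), 6 hr at 25C.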
BCR signal inh: qHTS Assay to Find Inhibitors of Chronic Active B-Cell Receptor Signaling. Potency, µM (top dose mostly 46.1 µM), for inactives: at the top dose ratio change, negative = lower green/red ratio, hits mostly inhibitors. 0.05% of 340,000 active. ABC-DLBCL IkBa-CBG/CBR reporter, luminescence ratio, 4 h; active means well fitted inhibition curve with a large enough effect in the signal ratio, with a control signal flat, not every such curve was filed as active; inconclusive means small, poorly fitted or top-dose-only effect, or effect the other way, or a change in a side signal; the % refers to the signal ratio;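 further: potency means the concentration at half of the fitted maximal effect; plate controls were basal doxycycline-induced cells for no effect and cells given 10 µM MG132 for full effect; MG132 reads +100%, hits lower the ratio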
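Cell line TMD8 (human ABC DLBCL), stably expressing tet-inducible CBG68-IkBa fusion and CBR; IMDM/0.5% FBS; cpd up to 46 uM; dox induction, 4 h, 37C/5% CO2; dual luminescence; green/red ratio; MG132 control.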
The depositor's hits bear a star; ? = inconclusive; . = not tested or not shown; & = joins results of further samples; [ ] = dose if it differs, or a comment. Unless noted, the call rests on the fitted dose curve; in most records, active means well fitted curve in the direction sought with a large enough effect; inconclusive means small, poorly fitted or top-dose-only effect, or another doubt; inactive means no such curve, though single readings can be large; an effect the other way counts as inactive or inconclusive.

SMILES	TCR activator	FBPA coupling cs	CXXC DNA block	GALK inh	Giardia kill	KCNH2 WT inh	Tb PFK block	TSHR antagonist	A-T KAP1 phos	BCR signal inh
Cc1ccc(-n2nc3c(c2NC(=O)CC(C)C)CS(=O)(=O)C3)cc1	-26%	1	27%	-2%	9	-12	4%	-6	-2%	3%
CCOc1ccccc1NC(=O)c1cnc2n(c1=O)CCS2	3%	1	-1%	3%	-7	-14	-2%	1	0%	-5%
Oc1ccccc1-n1c(-c2ccccc2)ccc1-c1ccccc1	3%	-1	12%	-1%	-3	17	3%	-13	-8%	?
O=[N+]([O-])c1cc([N+](=O)[O-])c(Oc2ccc(F)cc2F)cc1NN1CCCCC1	-8%	7	2%	.	5	-9	-2%	0	-7%	?
Clc1ccc(CNc2ccc(CNc3ncn[nH]3)cc2)c(Cl)c1	0%	-2	-10%	0%	21	-2	0%	19	4%	-4%
CN1CCN(NC(=O)c2cn(-c3ccccc3)nc2-c2ccc(OC(F)F)cc2)CC1	8%	2	1%	-3%	-12	5	7%	-2	-4%	-1%
COC(=O)[C@@]1(Cc2ccc(OC)cc2)[C@H]2c3cc(C(=O)N4CCCC4)n(Cc4ccc(OC)c(OC)c4)c3C[C@H]2CN1C(=O)c1ccccc1	.	-3&-2	1%	.	.	.	8%	-3	-10%	-17%
O=c1cc(CN2CCN(Cc3ccc(F)cc3)C(CCO)C2)[nH]c2ccccc12 (configuration not stated)	8%	4	1%	2%	-20	7	3%	-3	5%	-1%
COc1ccc(CN2C(=O)CS/C2=N/N=C/c2cccs2)cc1	6%	-1	0%	5%	-17	3	0%	-15	-2%	6%
CCC(=O)Nc1nc2ccc(NC(=O)c3cc(OC)c(OC)c(OC)c3)cc2s1	.	0	1%	-1%	-12	-17	-5%	-16	3%	-22%
CCOc1ccccc1NC(=O)CCCn1cc([N+](=O)[O-])cn1	-7%	-3	-7%	2%	-18	4	2%	7	-3%	-1%
Cc1ccccc1OCCn1cnc2cc([N+](=O)[O-])ccc2c1=O	-2%	0	-3%	1%	19	6	-6%	-9	6%	9%
CCN(CC)c1ccc(NC(=O)c2ccc(Br)o2)cc1	-2%	-3	3%	-3%	-8	6	-5%	-10	-2%	-8%
CCOC(=O)CN(C)C(=O)C1CCCN1C(=O)OC(C)(C)C (configuration not stated)	-6%	7	.	.	-3&16	0	.	.	.	.
CCC(SC1=NCCS1)C(=O)Nc1ccc(S(N)(=O)=O)cc1 (configuration not stated)	0%[46.1 µM]	5	0%	1%	5	-5	-7%	9	12%	-13%
O=C(NCC1CCCO1)c1cc(-c2ccncc2)nc2ccc(S(=O)(=O)N3CCOCC3)cc12 (configuration not stated)	-21%	-1	1%	2%	8	5	-4%	-11	-1%	?
CCN(C(=O)CSc1nnc(-c2ccncc2)n1-c1ccccc1)C1CCS(=O)(=O)C1 (configuration not stated)	4%	3	0%	9%	8	12	-3%	1	3%	0%
COc1cc(OC)c(NC(=O)c2csc(C)c2)cc1Cl	-1%	-9	34%[activator]	3%	18	-2	0%	7	-5%	1%
CCOc1ccccc1OCCC(=O)N1CCN(S(=O)(=O)c2ccccc2[N+](=O)[O-])CC1	2%	.	.	.	5	-10	1%	3	0%	1%
O=C(OCC(=O)N(C1CCCCC1)C1CCCCC1)c1ccco1	6%	2	-3%	3%	4	5	-2%	5	-2%	4%
O=C1CS/C(=N/N=C2CCCC2)N1	0%	3	-3%	6%	-26	-9	-5%	3	-3%	?
O=C(O)C1C2C=CC(O2)C1C(=O)NCc1ccc(Cl)cc1 (configuration not stated)	3%	4	2%	0%	1	19	-2%	2	3%	-4%
O=C(CCCCO)CCCCCCCC[C@H]1N[C@H](CO)[C@H](O)[C@@H]1O[C@@H]1O[C@H](CO)[C@@H](O)[C@H](O)[C@H]1O	-5%	1	-4%	.	13	.	-30%	0	-14%	0%
COc1ccc(NC(=O)C2C3CCC(C3)C2C(=O)O)cc1OC (configuration not stated)	0%	-11	4%	-1%	5	11	5%	-2	-5%	?
COc1ccc(C(O)c2nc3ccccc3s2)cc1 (configuration not stated)	.	5	9%	18%	.	.	-7%	0	4%	2%
CCOC(=O)C1Sc2ccccc2NC1=O (configuration not stated)	5%	1	11%	-2%	28	-20	8%	8	5%	-27%
COc1ccc(-c2csc(NC(=O)C3CSC4(C)CCC(=O)N34)n2)c(OC)c1 (configuration not stated)	-4%	.	.	.	-3	4	-5%	-2	11%	12%
CCO[C@@H]1OC(C(=O)N2CCN(Cc3ccc4c(c3)OCO4)CC2)=C[C@H](c2ccc3c(c2)OCO3)[C@H]1CCCO	3%	4	13%	6%	2	5	-1%	-10	-14%	6%
CCn1c(SCC(=O)Nc2cc(C)on2)nc2c(c1=O)SCC2	-1%	.	2%	5%	-20	-31	0%	2	5%	?
N/C(=N\OC(=O)Cc1ccc(-c2ccccc2)cc1)c1cccc([N+](=O)[O-])c1	0%	-2	34%[activator]	-2%	7	-5	2%	-16	3%	0%

Part of the list above, with each value named:
> COc1ccc(NC(=O)C2C3CCC(C3)C2C(=O)O)cc1OC (configuration not stated)
  TCR activator: 0% | FBPA coupling cs: -11 | CXXC DNA block: 4% | GALK inh: -1% | Giardia kill: 5 | KCNH2 WT inh: 11 | Tb PFK block: 5% | TSHR antagonist: -2 | A-T KAP1 phos: -5% | BCR signal inh: ?

> COc1ccc(C(O)c2nc3ccccc3s2)cc1 (configuration not stated)
  TCR activator: . | FBPA coupling cs: 5 | CXXC DNA block: 9% | GALK inh: 18% | Giardia kill: . | KCNH2 WT inh: . | Tb PFK block: -7% | TSHR antagonist: 0 | A-T KAP1 phos: 4% | BCR signal inh: 2%

> CCOC(=O)C1Sc2ccccc2NC1=O (configuration not stated)
  TCR activator: 5% | FBPA coupling cs: 1 | CXXC DNA block: 11% | GALK inh: -2% | Giardia kill: 28 | KCNH2 WT inh: -20 | Tb PFK block: 8% | TSHR antagonist: 8 | A-T KAP1 phos: 5% | BCR signal inh: -27%

> COc1ccc(-c2csc(NC(=O)C3CSC4(C)CCC(=O)N34)n2)c(OC)c1 (configuration not stated)
  TCR activator: -4% | FBPA coupling cs: . | CXXC DNA block: . | GALK inh: . | Giardia kill: -3 | KCNH2 WT inh: 4 | Tb PFK block: -5% | TSHR antagonist: -2 | A-T KAP1 phos: 11% | BCR signal inh: 12%

Other structures
SMILES	TCR activator	FBPA coupling cs	CXXC DNA block	GALK inh	Giardia kill	KCNH2 WT inh	Tb PFK block	TSHR antagonist	A-T KAP1 phos	BCR signal inh
O=C(Cn1nc(Cc2ccncc2)c2ccccc2c1=O)Nc1cccnc1Cl	5%	0	-12%	1%	-18	-6	1%	0	-18%	-3%
CC(c1ccon1)N(C)Cc1cn[nH]c1-c1ccc(F)cc1F (configuration not stated)	2%	1	1%	2%	9	-9	-21%	-3	-21%	2%
Cn1c(SCC(=O)NCc2ccc(F)cc2)nc2c([nH]c3ccccc32)c1=O	.	1	-4%	9%	.	.	-2%	13	-1%	0%
CC(C)c1nnc(NC(=O)CCC(=O)N2CCN(C3c4ccccc4-c4ccccc43)CC2)s1	-8%[46.1 µM]	9	?	-1%	-7	10	0%	-5	-2%	?
Cc1ccc(C(=O)N/C(=C\c2ccc(F)cc2)C(=O)NCc2ccncc2)cc1	-4%[46.1 µM]	0	-2%	-1%	13	-50	3%	-1	15%	0%
CC(Oc1ccccc1F)C(=O)NN (configuration not stated)	1%[46.1 µM]	0	11%	2%	1	11	-1%	2	10%	3%

Four records picked at random from the list so far, as already listed:
SMILES	TCR activator	FBPA coupling cs	CXXC DNA block	GALK inh	Giardia kill	KCNH2 WT inh	Tb PFK block	TSHR antagonist	A-T KAP1 phos	BCR signal inh
CC(Oc1ccccc1F)C(=O)NN (configuration not stated)	1%[46.1 µM]	0	11%	2%	1	11	-1%	2	10%	3%
CC(C)c1nnc(NC(=O)CCC(=O)N2CCN(C3c4ccccc4-c4ccccc43)CC2)s1	-8%[46.1 µM]	9	?	-1%	-7	10	0%	-5	-2%	?
O=C(Cn1nc(Cc2ccncc2)c2ccccc2c1=O)Nc1cccnc1Cl	5%	0	-12%	1%	-18	-6	1%	0	-18%	-3%
Cc1ccc(C(=O)N/C(=C\c2ccc(F)cc2)C(=O)NCc2ccncc2)cc1	-4%[46.1 µM]	0	-2%	-1%	13	-50	3%	-1	15%	0%
